From PubChem BioAssay
MLL CXXC-DNA inh = qHTS Fluorescence Polarization Assay for Inhibitors of MLL CXXC domain - DNA interaction | Histone-lysine N-methyltransferase 2A (Homo sapiens), Q03164 | MLL-CXXC / FITC-HOXA9 DNA fluorescence polarization | Potency, µM (titrated, usually from 115 µM), for the others: at the highest dose activity change, negative = inhibition, usual class: inhibitors | hit rate 0.037% among 290,000 | AID 2662, 2010; active means well fitted inhibition curve with a large enough effect in the polarisation, with a control signal flat, not every such curve was filed as active; inconclusive means small, poorly fitted or top-dose-only effect, or effect the other way, or a change in a side signal; inactive means no such curve, though single readings can be large or run the other way; the % refers to the polarisation; further: potency means the concentration at half of the fitted maximal effect
Target sequence (Q03164 whole entry, looked up, the tested form may be a part): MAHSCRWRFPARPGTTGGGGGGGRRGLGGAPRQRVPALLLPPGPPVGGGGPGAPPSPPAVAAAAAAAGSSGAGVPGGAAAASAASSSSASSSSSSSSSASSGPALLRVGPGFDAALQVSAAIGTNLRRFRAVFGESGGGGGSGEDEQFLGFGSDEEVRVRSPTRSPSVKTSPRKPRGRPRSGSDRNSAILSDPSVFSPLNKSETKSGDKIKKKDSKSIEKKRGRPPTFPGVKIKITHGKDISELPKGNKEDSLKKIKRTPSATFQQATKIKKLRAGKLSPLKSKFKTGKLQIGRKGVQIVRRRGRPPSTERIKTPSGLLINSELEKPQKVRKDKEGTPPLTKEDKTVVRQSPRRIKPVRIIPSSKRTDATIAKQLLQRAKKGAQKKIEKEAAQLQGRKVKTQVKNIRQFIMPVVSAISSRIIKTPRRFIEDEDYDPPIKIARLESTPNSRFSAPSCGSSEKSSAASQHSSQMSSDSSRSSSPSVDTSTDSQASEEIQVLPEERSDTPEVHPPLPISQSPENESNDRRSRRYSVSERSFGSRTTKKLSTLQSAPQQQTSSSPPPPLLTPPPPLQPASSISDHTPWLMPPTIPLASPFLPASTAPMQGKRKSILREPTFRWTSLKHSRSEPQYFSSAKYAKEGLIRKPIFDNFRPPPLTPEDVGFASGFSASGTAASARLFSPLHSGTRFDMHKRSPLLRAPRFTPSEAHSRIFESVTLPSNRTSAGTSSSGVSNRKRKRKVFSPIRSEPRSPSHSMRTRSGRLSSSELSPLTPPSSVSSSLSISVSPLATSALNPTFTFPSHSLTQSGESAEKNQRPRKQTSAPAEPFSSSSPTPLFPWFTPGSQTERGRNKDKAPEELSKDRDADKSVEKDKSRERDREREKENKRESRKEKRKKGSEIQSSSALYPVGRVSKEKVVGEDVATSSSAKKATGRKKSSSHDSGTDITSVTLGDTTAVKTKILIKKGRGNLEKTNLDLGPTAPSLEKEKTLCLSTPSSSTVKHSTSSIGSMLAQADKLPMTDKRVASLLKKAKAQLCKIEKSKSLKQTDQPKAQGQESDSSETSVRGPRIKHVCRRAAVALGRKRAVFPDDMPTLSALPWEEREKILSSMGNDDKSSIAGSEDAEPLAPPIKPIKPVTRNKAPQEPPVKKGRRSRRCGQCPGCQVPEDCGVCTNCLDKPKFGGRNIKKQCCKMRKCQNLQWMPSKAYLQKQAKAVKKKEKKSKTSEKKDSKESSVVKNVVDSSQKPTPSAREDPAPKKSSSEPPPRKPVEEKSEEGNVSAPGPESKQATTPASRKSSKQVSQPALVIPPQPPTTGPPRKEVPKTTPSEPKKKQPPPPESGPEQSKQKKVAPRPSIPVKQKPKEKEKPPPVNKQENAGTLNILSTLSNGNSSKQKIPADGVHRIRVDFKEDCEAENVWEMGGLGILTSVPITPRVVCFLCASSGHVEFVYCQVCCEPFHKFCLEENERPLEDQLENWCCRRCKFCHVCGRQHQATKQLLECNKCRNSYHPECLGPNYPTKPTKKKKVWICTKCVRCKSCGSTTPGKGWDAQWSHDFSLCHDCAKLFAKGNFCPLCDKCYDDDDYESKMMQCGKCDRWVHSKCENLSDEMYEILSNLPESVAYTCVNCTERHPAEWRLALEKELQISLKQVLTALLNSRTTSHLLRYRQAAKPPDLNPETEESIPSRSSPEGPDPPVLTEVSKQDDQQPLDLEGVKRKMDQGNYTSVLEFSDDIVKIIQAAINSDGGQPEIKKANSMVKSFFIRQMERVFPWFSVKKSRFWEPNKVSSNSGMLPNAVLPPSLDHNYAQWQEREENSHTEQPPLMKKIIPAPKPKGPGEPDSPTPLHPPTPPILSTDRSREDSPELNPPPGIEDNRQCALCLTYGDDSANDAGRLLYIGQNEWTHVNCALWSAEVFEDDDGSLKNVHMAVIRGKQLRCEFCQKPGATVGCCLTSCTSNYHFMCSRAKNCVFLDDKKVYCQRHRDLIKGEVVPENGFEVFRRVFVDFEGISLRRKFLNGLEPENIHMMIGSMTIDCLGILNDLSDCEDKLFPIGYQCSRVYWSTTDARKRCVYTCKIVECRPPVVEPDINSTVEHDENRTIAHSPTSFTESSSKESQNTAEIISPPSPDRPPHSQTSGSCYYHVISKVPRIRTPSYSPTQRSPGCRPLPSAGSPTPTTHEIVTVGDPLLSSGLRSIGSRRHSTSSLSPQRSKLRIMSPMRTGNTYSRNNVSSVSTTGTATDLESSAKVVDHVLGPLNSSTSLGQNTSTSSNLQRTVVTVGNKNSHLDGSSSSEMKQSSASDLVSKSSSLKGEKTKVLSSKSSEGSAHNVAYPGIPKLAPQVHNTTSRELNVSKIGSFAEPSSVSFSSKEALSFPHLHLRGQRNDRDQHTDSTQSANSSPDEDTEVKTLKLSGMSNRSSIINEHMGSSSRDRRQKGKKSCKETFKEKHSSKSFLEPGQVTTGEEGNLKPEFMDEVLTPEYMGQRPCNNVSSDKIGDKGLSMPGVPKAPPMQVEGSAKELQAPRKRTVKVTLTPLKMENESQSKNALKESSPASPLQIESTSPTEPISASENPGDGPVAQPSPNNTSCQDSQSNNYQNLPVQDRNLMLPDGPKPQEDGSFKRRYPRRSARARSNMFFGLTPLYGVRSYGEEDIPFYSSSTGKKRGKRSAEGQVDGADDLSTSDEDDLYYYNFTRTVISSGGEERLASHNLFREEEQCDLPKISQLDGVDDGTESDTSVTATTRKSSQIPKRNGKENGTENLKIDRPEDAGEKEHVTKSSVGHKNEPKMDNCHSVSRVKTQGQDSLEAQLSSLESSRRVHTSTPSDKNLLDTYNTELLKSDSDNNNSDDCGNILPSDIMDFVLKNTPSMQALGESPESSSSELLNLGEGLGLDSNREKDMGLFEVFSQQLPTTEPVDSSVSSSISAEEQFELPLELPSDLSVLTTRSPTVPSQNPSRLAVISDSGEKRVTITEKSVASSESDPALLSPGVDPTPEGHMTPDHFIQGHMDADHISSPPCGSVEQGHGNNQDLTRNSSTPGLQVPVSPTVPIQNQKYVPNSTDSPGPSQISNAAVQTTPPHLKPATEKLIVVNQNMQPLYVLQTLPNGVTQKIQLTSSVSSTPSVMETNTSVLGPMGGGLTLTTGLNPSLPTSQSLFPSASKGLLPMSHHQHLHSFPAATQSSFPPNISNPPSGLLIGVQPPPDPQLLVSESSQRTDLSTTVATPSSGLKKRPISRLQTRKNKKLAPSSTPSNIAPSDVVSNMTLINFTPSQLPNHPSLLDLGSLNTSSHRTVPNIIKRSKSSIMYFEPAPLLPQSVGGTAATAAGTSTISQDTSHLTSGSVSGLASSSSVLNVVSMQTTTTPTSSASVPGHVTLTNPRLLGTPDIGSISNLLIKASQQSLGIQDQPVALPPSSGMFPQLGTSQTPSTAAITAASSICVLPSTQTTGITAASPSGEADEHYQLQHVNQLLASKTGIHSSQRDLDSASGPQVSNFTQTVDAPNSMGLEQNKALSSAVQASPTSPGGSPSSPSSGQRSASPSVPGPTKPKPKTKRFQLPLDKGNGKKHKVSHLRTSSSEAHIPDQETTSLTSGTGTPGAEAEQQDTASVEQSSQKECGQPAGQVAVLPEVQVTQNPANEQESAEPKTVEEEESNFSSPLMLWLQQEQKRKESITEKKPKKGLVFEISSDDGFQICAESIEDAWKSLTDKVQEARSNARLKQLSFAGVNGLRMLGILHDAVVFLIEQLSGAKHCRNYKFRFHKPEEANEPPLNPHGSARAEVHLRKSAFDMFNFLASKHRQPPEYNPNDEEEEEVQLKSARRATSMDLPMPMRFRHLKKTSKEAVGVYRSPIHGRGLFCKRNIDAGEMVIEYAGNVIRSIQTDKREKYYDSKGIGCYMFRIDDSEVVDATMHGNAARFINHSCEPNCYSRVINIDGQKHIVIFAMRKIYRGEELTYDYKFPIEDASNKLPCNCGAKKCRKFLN
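Steps: dispense CXXC domain solution (7 uM) → pin compounds or unlabeled HOX-A9 DNA control → 5 min ambient → add FLSN-HOX-A9 solution (50 nM) → spin → 30 min ambient → fluorescence polarization. Tris pH 7.5/NaCl/DTT/BSA buffer.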
TRPV1 ag = HTS Assay for Compounds that Act as Agonists of the Vanilloid Receptor 1. hit rate 0.19% among 320,000. TRPV1-expressing cells, Fluo-8 calcium influx, agonist mode. Transient receptor potential cation channel subfamily V member 1 (Homo sapiens), Q8NER1. activation, % at 8.33 µM; in the data active means activation above about 80%; inconclusive means between about 30% and that limit; further: 0% is about no effect
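Cells expressing TRPV1 were dye-loaded with Fluo-8 and read kinetically: 10 s baseline, 3 min after compound (agonist portion), then 2 min after EC20 capsaicin (allosteric enhancer portion). Calcium-bound dye fluorescence at 480/520 nm.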
a7 integrin act = qHTS for Activators of Integrin-Mediated Alleviation for Muscular Dystrophy | hit rate 0.064% among 350,000 | alpha7betagal myoblasts, beta-gal FDG fluorescence, 48 h | AID 624291, 2012 | Potency, µM (doses to about 38.3 µM), for inactives: top-dose activation, hits mostly activators;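 further: potency means the concentration at half of the fitted maximal effect; 100% = response of the positive control SU9516; nearly all actives have a fitted effect of over 60% in size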
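alpha7betagal+/- myoblasts (passage 13, 250/well) treated 48 h at 37C with compounds at 1:260 dilution of DMSO stock. Lysed, then beta-galactosidase activity read as FDG fluorescence (ex 480/em 540) after 30 min, with pre-read for autofluorescence.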
BRCA1 expr up = qHTS Assay to Identify Small Molecule Activators of BRCA1 Expression; MCF7-BRCA1-FFLuc reporter, luminescence, 48 h; response scale: scaled: vehicle 0%, 10 µM genistein 100%; hit rate 1.1% among 380,000; Potency, µM (highest dose often 46.1 µM), for the others: at the highest dose activation, usual class: activators; further: potency means the concentration at half of the fitted maximal effect; nearly all actives have a fitted effect of over 80% in size; some results filed as inactive show a strong effect at the top dose
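Luminescence from a BRCA1-driven firefly luciferase in MCF7 cells was read after 48 h compound exposure at 37 C. Data normalized against DMSO and a 10microM genistein activation control, then curve-fitted across the titration.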
p53 reactivation = qHTS assay for re-activators of p53 using a Luc reporter. H1299 p53-A138V BP100-luciferase reporter, luminescence, 24 h. Potency, µM (series often up to 92.2 µM), for the others: top-dose activity change, positive = activation, actives largely listed as activators. hit rate 0.063% among 320,000; further: potency means the concentration at half of the fitted maximal effect; % of control where 0% means no effect; nearly all actives have a fitted effect of over 45% in size
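H1299 (p53-null), stable ts p53-A138V + BP100-Luc; 1000 cells/well, Opti-MEM/10% FBS; cpd 4 pt, 1:5; 24 h, 37 deg C, 5% CO2; detection reagent 10 min RT; luminescence.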
B2AR arrestin = qHTS assay of beta-arrestin-biased ligands of beta2-adrenergic receptor. Beta-2 adrenergic receptor (Homo sapiens), P07550. beta-arrestin recruitment to beta2AR, cell-based reporter. Potency, µM (titrated, usually from 46.1 µM), inactives show top-dose activation, most hits filed as activators. hit rate 0.02% among 330,000. AID 492947, 2010;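 further: potency means the concentration at half of the fitted maximal effect; 0% = DMSO controls and full agonism = EC100 isoproterenol or metaproterenol; nearly all actives have a fitted effect of over 65% in size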
AT treatment = qHTS Assay for Identifying a Potential Treatment of Ataxia-Telangiectasia; […] A-T fibroblasts, KAP-1 phosphorylation AlphaLISA; neocarzinostatin DNA damage 30 min before lysis; Potency, µM (series often up to 57.5 µM), inactives show at the highest dose activation, hits mostly activators; hit rate 0.19% among 320,000; AID 485349, 2010; further: potency means the concentration at half of the fitted maximal effect; % of control where 0% means no effect; nearly all actives have a fitted effect of over 45% in size
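ATM-like activity read as KAP-1 phosphorylation via AlphaLISA donor/acceptor antibody pairs after lysis and 6 hr at 25C. Cells were ATM-null patient fibroblasts ([…], hTERT), dosed 60 min, then exposed to the DSB inducer NCS for 30 min.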
TCR act = Activators of T cell receptors: qHTS campaign | primary human leukocytes, anti-CD3, IL-2 HTRF, 48 h | Potency, µM (series often up to 9.22 µM), without a hit: at the top dose activation of IL-2 secretion, actives largely listed as activators | 330,000 tested, under 10 active | AID 504894, 2011; further: % of control where 0% means no effect
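Activity was scored as IL-2 release from primary human leukocytes given only a TCR signal (a-CD3 beads) plus compound for 48 hr. Detection used a two-antibody HTRF format read at 665nm.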
TSG101-PTAP inh = qHTS Assay for Iinhibitors of HIV-1 Budding by Blocking the Interaction of PTAP/TSG101; Tumor susceptibility gene 101 protein (Homo sapiens), Q99816; Fluorescence polarization, FITC-PTAP peptide / Tsg101 binding; Potency, µM (top dose mostly 115 µM), inactives show at the top dose activity change, negative = inhibition, usual class: inhibitors; 340,000 tested, under 10 active; AID 493005, 2010; active means well fitted inhibition curve with a large enough effect in the main read-out, with a control signal flat, not every such curve was filed as active; inconclusive means small, poorly fitted or top-dose-only effect, or effect the other way, or a change in a side signal; inactive means no such curve, though single readings can be large or run the other way; further: potency means the concentration at half of the fitted maximal effect; % of control where 0% means no effect
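Tsg101 binding domain (10 uM final) was mixed with compound and a FITC-labeled PTAP peptide (50 nM final) in HEPES pH 7.5 buffer with NaCl, Tween 20, EDTA and TCEP; fluorescence polarization was read after 20 min at r.t.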
ELG1 DNA repair = qHTS screen for small molecules that inhibit ELG1-dependent DNA repair in human embryonic kidney (HEK293T) cells expressing luciferase-tagged ELG1 | HEK293T ELG1-luciferase reporter, luminescence, 16 h; DNA damage induced by 5-fluorouridine | Potency, µM (titrated, usually from 46.1 µM), inactives show top-dose activity change, negative = inhibition, usual class: inhibitors | hit rate 2.3% among 330,000 | AID 504467, 2011; further: potency means the concentration at half of the fitted maximal effect; on the % scale 0 is the no-effect control and ±100 the full control effect; nearly all actives have a fitted effect of over 55% in size
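Reporter activity after DNA damage by 5-fluorouridine is monitored. Compound-treated cells incubate 16 hr at 37 °C, then ONE-Glo is added for 30 min before luminescence reading.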
Numbers without * were called inactive; ? = inconclusive; nt = not tested or not shown; [ ] = another dose, or the depositor's remark. Unless noted, the call rests on the fitted dose curve; in most records, active means well fitted curve in the direction sought with a large enough effect; inconclusive means small, poorly fitted or top-dose-only effect, or another doubt; inactive means no such curve, though single readings can be large; an effect the other way counts as inactive or inconclusive.

SMILES	MLL CXXC-DNA inh	TRPV1 ag	a7 integrin act	BRCA1 expr up	p53 reactivation	B2AR arrestin	AT treatment	TCR act	TSG101-PTAP inh	ELG1 DNA repair
COc1ccc(NC(=O)C(c2cc3c(cc2[N+](=O)[O-])OCO3)N2CCN(C=O)CC2)cc1 (stereo not given)	5.7%	-1.8	20.2%	-2.3%	7.0%	-1.9%	1.4%	2.8%	1.1%	7.0%
CCOC(=O)c1sc(NC(=O)c2ccco2)nc1C	-1.4%	17.0	-0.2%	15.5%	?	-0.1%	2.5%	-5.2%	-3.3%	?
O=S(=O)(NNc1ncc(C(F)(F)F)cc1Cl)c1ccccc1	nt	-0.4	6.1%	-32.1%	8.5%	0.0%	-5.5%	3.5%	-1.8%	?
COC(=O)C1CCN(C(=O)COC(=O)c2ccc(OC)c(S(=O)(=O)N3CCCc4ccccc43)c2)CC1	-5.1%	-2.5	22.8%	12.7%	0.0%	-0.5%	2.0%	17.9%	0.2%	2.8%
Cc1ccc2nc(N3C(=O)C(O)=C(C(=O)c4ccc(C)o4)C3c3cccc(O)c3)sc2c1 (stereo not given)	-10.5%	-1.9	10.9%	-22.2%	1.7%	0.2%	-5.8%	3.0%	-5.9%	22.1%
O=[N+]([O-])c1cccc(COc2ccccc2CN2CCCC2)c1	nt	nt	6.4%	11.5%	nt	nt	nt	-1.1%	-3.0%	nt
Oc1cccc(CCC2CCCCN2Cc2cn[nH]c2-c2ccc3c(c2)OCO3)c1 (stereo not given)	9.4%	1.7	-10.6%	-2.8%	-2.0%	-0.3%	-0.4%	9.7%	-2.0%	-7.2%
CC1=C(C(=O)OCC2CCCO2)C(c2ccc(C)cc2)C2=C(CC(C)(C)CC2=O)N1 (stereo not given)	1.7%	-0.8	27.4%	-27.1%	3.2%	0.3%	3.5%	-3.5%	-7.5%	?
CCOC(=O)C1=C(C)OC(N)=C(C(=O)OCC)C1c1cccnc1 (stereo not given)	-0.3%	2.5	7.0%	-1.5%	-3.6%	0.0%	2.7%	7.7%	-8.9%	11.7%
CN(C)c1ccc(C2C3C(=O)N(c4ccc(C(=O)O)cc4)C(=O)C3ON2c2ccccc2)cc1 (stereo not given)	8.4%	-0.5	-12.4%	0.0%	12.5%	0.1%	-0.3%	-3.2%	0.2%	11.2%
N#Cc1ccc(C(=O)N2CCC3CC2c2cc(-c4ccccc4)ccc23)cc1 (stereo not given)	nt	nt	-3.4%	-7.8%	nt	nt	nt	-1.6%	-1.8%	nt
CCCC(=O)Nc1ccccc1NC(=O)c1cc(OC)c(OC)c(OC)c1	2.1%	-5.7	-1.1%	-0.4%	-2.2%	0.4%	nt	0.6%	-1.0%	-22.6%
CCOC(=O)N1CCN(CCC(=O)c2ccc(Cl)cc2)CC1	65.6%[activator]	nt	-6.2%	-20.4%	-49.3%[inhibitor]	-0.2%	20.4%	-1.8%	-9.4%	0.1%
O=C(O)C1Cc2[nH]cnc2C(c2cccc([N+](=O)[O-])c2)N1 (stereo not given)	13.5%	-1.2	0.9%	-2.1%	-1.2%	-0.2%	4.9%	-5.6%	-0.2%	9.7%
Cc1ccc(N2C(=O)C3C4C=CC(CNC(=S)Nc5ccc(Cl)cc5)(O4)C3C2=O)cc1 (stereo not given)	1.3%	16.6	-26.9%	-46.6%	?	-1.8%	27.9%	2.0%[46.1 µM]	-3.0%	-20.1%

Another view of part of the listing above:
> Oc1cccc(CCC2CCCCN2Cc2cn[nH]c2-c2ccc3c(c2)OCO3)c1 (stereo not given)
- MLL CXXC-DNA inh: 9.4%
- TRPV1 ag: 1.7
- a7 integrin act: -10.6%
- BRCA1 expr up: -2.8%
- p53 reactivation: -2.0%
- B2AR arrestin: -0.3%
- AT treatment: -0.4%
- TCR act: 9.7%
- TSG101-PTAP inh: -2.0%
- ELG1 DNA repair: -7.2%

> CC1=C(C(=O)OCC2CCCO2)C(c2ccc(C)cc2)C2=C(CC(C)(C)CC2=O)N1 (stereo not given)
- MLL CXXC-DNA inh: 1.7%
- TRPV1 ag: -0.8
- a7 integrin act: 27.4%
- BRCA1 expr up: -27.1%
- p53 reactivation: 3.2%
- B2AR arrestin: 0.3%
- AT treatment: 3.5%
- TCR act: -3.5%
- TSG101-PTAP inh: -7.5%
- ELG1 DNA repair: ?

(next part)
SMILES	MLL CXXC-DNA inh	TRPV1 ag	a7 integrin act	BRCA1 expr up	p53 reactivation	B2AR arrestin	AT treatment	TCR act	TSG101-PTAP inh	ELG1 DNA repair
CNc1nnc(SCC(=O)c2c(N)n(C3CC3)c(=O)[nH]c2=O)s1	nt	-1.6	8.2%	-10.3%	9.9%	0.1%	-3.2%	1.5%	-6.6%	11.8%
CCC(=O)Nc1cc(=O)[nH]c2nc(-c3ccc(Cl)cc3)nn12	-5.0%	-0.1	-17.8%	-3.3%	-0.9%	-0.4%	0.0%	1.7%	-1.1%	-0.7%
COc1cccc(CNC(=O)c2nnn(CC(=O)Nc3c(C)cccc3C)c2N)c1	4.7%	-2.3	4.4%	-1.0%	-3.8%	-0.8%	5.6%	-5.0%	-3.2%	0.2%
c1cc2c(cc1OCCNC1CCCC1)CCC2	-2.4%	0.2	nt	nt	-1.6%	0.0%	-0.9%	nt	nt	16.2%
CCCNC(=O)C1(CC2CC(c3ccccc3)=NO2)CCN(C(=O)c2ccccc2)CC1 (stereo not given)	nt	0.5	-5.8%	-6.8%	-1.8%	-0.3%	22.2%	0.4%	1.5%	1.5%
Cc1ccc(C)c(NC(=O)CSc2nncn2C)c1	-6.8%	1.5	11.6%	-0.8%	nt	-0.4%	-0.6%	14.3%	-0.3%	-2.7%
CC1CCCCN1CCNC(=O)c1ccc2c(c1)N(Cc1ccccc1)C(=O)c1ccccc1S2(=O)=O (stereo not given)	15.9%	0.9	-45.7%[inhibitor]	-3.7%	-8.1%	1.1%	-4.1%	-12.5%	0.1%	-2.4%
Cc1ccc(NC(=O)C2CC(=O)N(C(C)C)C2)cc1C (stereo not given)	-2.1%	-0.8	12.9%	-14.0%	nt	-1.0%	-5.5%	nt	-3.1%	-20.2%
COCC(N)(c1ccccc1)c1nc2ccccc2n1C (stereo not given)	8.9%	nt	27.8%[7.66 µM]	2.7%	5.3%	-1.5%	8.0%	3.4%	1.6%	7.6%
Cc1cc(C)nc(Nc2n[nH]c(Cc3ccccc3)n2)n1	-4.8%	1.7	nt	nt	3.0%	-0.6%	1.0%	1.5%[46.1 µM]	nt	?
COc1cc(OC)c(N2CC34C=CC(O3)C(C(=O)O)C4C2=O)cc1Cl (stereo not given)	-9.1%	1.1	31.2%	5.5%	2.1%	-0.1%	-5.4%	3.6%	-6.3%	0.3%
CC(C)[C@H](NS(=O)(=O)c1cccc(Cl)c1)C(=O)OCC(=O)NC(=O)CN1CCCC1=O	nt	0.8	-17.8%	2.7%	-0.2%	-0.1%	0.5%	nt	-9.0%	6.0%
CC(C)(CN1CCCCC1)NS(=O)(=O)c1ccc(Cl)cc1	-0.3%	0.1	21.5%	3.3%	nt	nt	nt	10.4%	3.9%	nt
O=C(COc1ccc(C(=S)N2CCCC2)cc1)Nc1ccccc1C(F)(F)F	-3.4%	4.0	21.8%	-65.8%	-12.4%	5.9%	2.7%	nt	0.2%	7.1%
CCOC(=O)c1[nH]c(C)c(C(=O)NC)c1C	16.7%	-3.5	3.3%	-9.9%	-3.1%	-0.6%	-3.5%	0.2%[46.1 µM]	-3.5%	12.4%
CN(Cc1nc(-c2ccc3c(c2)OCO3)no1)CC1(N2CCOCC2)CCCCC1	-0.5%	4.5	8.4%	-1.5%	3.1%	-0.1%	9.3%	2.9%	-0.2%	2.3%
CCn1cc(C2=NC(c3ccccc3)CO2)c2ccccc21 (stereo not given)	4.2%	20.3	-9.8%	15.5%	6.2%	-0.8%	-13.3%	-0.8%	-6.4%	14.5%
O=C(CCn1c(=S)oc2ccccc21)Nc1cc([N+](=O)[O-])ccc1F	3.1%	6.5	11.8%	-16.7%	1.3%	0.0%	-0.1%	-6.7%	-5.7%	-12.9%
O=C(Nc1cccc(S(=O)(=O)NC2=NCCC2)c1)c1ccccc1F	nt	nt	7.1%	9.5%	-10.8%	4.5%	8.3%	3.1%	-0.8%	-3.1%
CC(=O)N1CCc2cc(S(=O)(=O)Nc3ccccc3N3CCN(C)CC3)ccc21	-6.9%	2.5	13.5%	1.8%	15.2%	0.3%	9.8%	-0.3%	-3.2%	0.5%
